# Screens from PubChem.
# Fibroblast inh = blocks proliferation of human lung fibroblasts; AID 719; LL 47 human lung fibroblast viability, ATP luminescence; hits give low values; hit rate 1.1% among 85,000; viability, % at 10 µM;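 active = viability at or below 50% in the single dose screen; inactive = viability above 50%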;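 also: compound exposure lasted 72 h before the ATP readout; 100% = median luminescence of untreated cell-only wells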
#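 test system = LL 47 human lung fibroblasts | amount = 1,150 fibroblasts seeded per well | medium = 15% FBS in IMEM | times = overnight cell rest, 72 h compound treatment at 37 °C | measured by = CellTiter-Glo luminescence measuring cellular ATP | read-out = viability percentage against median untreated-cell control | benchmarks = cell-only wells, no compound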
# PostGolgi ctrl = yeast control strain growth, post-Golgi counter-screen; efflux-deficient yeast background strain, growth absorbance A615, 16 h; inhibition, % at 10 µM; hit rate 5% among 98,000; in the data active = inhibition above about 30%
# sEH inh = inhibitors of human soluble epoxide hydrolase. recombinant human sEH enzymatic activity assay. inhibition, % at 2 µM. hit rate 0.34% among 91,000; in the data active = inhibition above about 80%; also: values of inactives mirror those of a sister screen read the other way; many of its hits are not listed in these tables
# Target sequence (P34913 whole entry, looked up): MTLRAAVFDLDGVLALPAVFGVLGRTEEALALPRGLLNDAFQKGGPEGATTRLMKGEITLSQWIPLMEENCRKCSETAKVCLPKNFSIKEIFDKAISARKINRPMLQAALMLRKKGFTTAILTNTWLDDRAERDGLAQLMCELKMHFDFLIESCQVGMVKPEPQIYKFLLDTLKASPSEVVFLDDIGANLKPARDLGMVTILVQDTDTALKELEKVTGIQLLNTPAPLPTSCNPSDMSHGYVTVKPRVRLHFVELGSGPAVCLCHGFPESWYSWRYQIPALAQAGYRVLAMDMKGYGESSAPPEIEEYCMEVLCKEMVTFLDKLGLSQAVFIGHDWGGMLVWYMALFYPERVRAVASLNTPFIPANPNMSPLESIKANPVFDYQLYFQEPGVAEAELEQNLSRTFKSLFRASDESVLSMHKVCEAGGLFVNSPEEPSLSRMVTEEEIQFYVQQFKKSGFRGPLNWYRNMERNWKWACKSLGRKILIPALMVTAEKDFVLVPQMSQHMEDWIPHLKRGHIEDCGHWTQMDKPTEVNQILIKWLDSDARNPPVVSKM
# sEH act = activators of human soluble epoxide hydrolase | purified human sEH enzymatic activity, activator screen | P34913 | activation, % at 2 µM | hit rate 0.04% among 91,000; in the data active = activation above about 37%; also: values of inactives mirror those of a sister screen read the other way
# HUVEC prolif 384 = human endothelial cell proliferation inhibition; HUVEC proliferation, CellTiter-Glo luminescence, 72 h; hits give low values; hit rate 1.1% among 86,000; viability, % at 10 µM (by protocol);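 active = viability at or below 30%; inactive = viability above 30%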;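 also: 100% = median luminescence of DMSO-only cell control wells on each plate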
# S1P2 blocker = S1P2 (human) receptor antagonism; O95136; cell-based S1P2 antagonist assay, inhibition at 5 uM; inhibition, % at 5 µM; hit rate 0.21% among 97,000; in the data active = inhibition above about 45%;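 also: CRE beta-lactamase reporter cells expressing human S1P2 stimulated with S1P; 0% = agonist at EC80 alone and 100% = agonist plus reference antagonist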
# Target sequence (O95136 whole entry, looked up): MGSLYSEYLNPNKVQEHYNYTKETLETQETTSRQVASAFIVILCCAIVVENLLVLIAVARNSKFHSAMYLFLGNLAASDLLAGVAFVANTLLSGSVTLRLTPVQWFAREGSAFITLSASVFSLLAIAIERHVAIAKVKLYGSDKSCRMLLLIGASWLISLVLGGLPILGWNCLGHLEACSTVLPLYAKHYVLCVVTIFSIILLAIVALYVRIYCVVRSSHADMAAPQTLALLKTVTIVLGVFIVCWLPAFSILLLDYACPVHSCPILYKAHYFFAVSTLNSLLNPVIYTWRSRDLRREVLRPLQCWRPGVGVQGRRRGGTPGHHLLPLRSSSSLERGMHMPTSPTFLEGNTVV
# PTPN22 act = activators of human LYP (PTPN22) phosphatase. activation, % at 2 µM. recombinant LYP, DiFMUP fluorescence; 0 = plate median, 100 = signal doubled. Q9Y2R2. hit rate 0.11% among 96,000;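 active = activation at 2 µM above a set limit, the mean plus 5 SD, cut at about 37% in these data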
# S1P2 agonist = agonists of human S1P2 receptor | hit rate 0.46% among 97,000 | activation, % at 4.5 µM | O95136 | S1P2-expressing cell line, agonist reporter read-out; in the data active = activation above about 16%;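 also: 0% = vehicle low control and 100% = maximal reference agonist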
# H69AR growth 86K = blocks growth of human H69AR lung tumor cells. viability, % at 10 µM. H69AR lung tumor viability, ATP luminescence, 72 h; hits give low values. hit rate 6% among 85,000;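 active = viability at or below 40%; inactive = viability above 40%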;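 also: multidrug resistant small cell line overexpressing MRP-1 efflux transporter; 100% = mean luminescence of untreated control wells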
# Starred values were filed as active, the others as inactive; nt = not tested or not shown. The list is partial; rates above refer to the full screens.
[1] O=C(Nc1cccnc1)c1ccccc1O
[2] CN(C)S(=O)(=O)c1cccc(C(=O)NCC2CCCO2)c1 (configuration not stated)
[3] COc1ccc(CNC(=O)C(C)N=C2NS(=O)(=O)c3ccccc32)cc1OC (configuration not stated)
[4] COCCOC(=O)C1=C(C)NC2=C(C(=O)CCC2)C1c1cc2c(cc1Br)OCO2 (configuration not stated)
[5] CCOC(=O)c1cc2sc(C)cc2n1CC(=O)N1CCN(C(=O)c2ccco2)CC1
[6] Cc1cccc(/C(N)=N/OC(=O)Cc2cccs2)c1
[7] CCCCNC(=O)Nc1ccccc1C(=O)NCc1ccco1
[8] NC(=O)c1ccccc1OCC(=O)O

Compound	1	2	3	4	5	6	7	8
Fibroblast inh	103	108	nt	94	94	nt	90	nt
PostGolgi ctrl	-1	4	1	6	-16	-1	22	-2
sEH inh	12	12	3	nt	-11	-13	-4	-4
sEH act	-10	-9	-1	nt	11	12	3	4
HUVEC prolif 384	99	87	nt	106	93	nt	83	nt
S1P2 blocker	-13	-7	1	10	23	-23	-2	6
PTPN22 act	1	-1	-5	-6	-10	-8	-1	1
S1P2 agonist	-1	1	-4	-6	-4	1	-1	-3
H69AR growth 86K	87	91	nt	87	71	nt	78	nt

[9] COc1ccc(C)cc1S(=O)(=O)N(C)CC(=O)NC1CCCCC1
[10] COc1ccc2nc(NC(=O)C3CCCN(S(=O)(=O)c4c(C)noc4C)C3)sc2c1 (configuration not stated)
[11] CCn1cc([N+](=O)[O-])c(C(=O)Nc2cc(C)on2)n1
[12] COc1cc(/C=N/N=C(/N)c2nonc2N)cc(Br)c1OCc1cccc(C)c1
[13] CCCCC(=O)NC(=S)NNC(=O)CC
[14] COc1ccc(-c2nnc(SCCc3ccccc3)n2N)cc1
[15] CCN(CCNC(=O)CN1CCN(Cc2ccc(Cl)cc2)C1=O)c1ccccc1
[16] COc1ccc(-c2nc(-c3cccc(C)c3)nc(Cl)c2C#N)cc1

Compound	9	10	11	12	13	14	15	16
Fibroblast inh	102	101	nt	81	102	46*	100	nt
PostGolgi ctrl	5	2	0	33*	nt	26	16	6
sEH inh	-18	nt	5	-11	-2	13	1	2
sEH act	20	nt	-3	7	8	-10	-2	-3
HUVEC prolif 384	101	86	nt	30*	90	100	110	nt
S1P2 blocker	-8	nt	-4	-8	-14	-14	1	11
PTPN22 act	1	nt	-3	-16	6	1	-2	-2
S1P2 agonist	-3	nt	-3	0	-4	-1	-5	0
H69AR growth 86K	93	35*	nt	74	100	96	103	nt

# Entries 15 to 16 of the list above:
[15] CCN(CCNC(=O)CN1CCN(Cc2ccc(Cl)cc2)C1=O)c1ccccc1
[16] COc1ccc(-c2nc(-c3cccc(C)c3)nc(Cl)c2C#N)cc1

Compound	15	16
Fibroblast inh	100	nt
PostGolgi ctrl	16	6
sEH inh	1	2
sEH act	-2	-3
HUVEC prolif 384	110	nt
S1P2 blocker	1	11
PTPN22 act	-2	-2
S1P2 agonist	-5	0
H69AR growth 86K	103	nt

# Further results.
[17] Cc1cc(Nc2ccc(F)c(Cl)c2)n2ncnc2n1
[18] Cc1oc(CC(C)C)c(CN)c1C(=O)O
[19] COc1ccc(C(=O)N[C@H](C(=O)Nc2ccc(OC)nc2)C(C)C)cc1
[20] COc1ccc(CCNC(=O)CC2Nc3ccccc3NC2=O)cc1OC (configuration not stated)
[21] O=C(c1cccc(C(=O)N2CCN(c3ccccc3F)CC2)c1)N1CCN(c2ccccc2F)CC1
[22] COc1ccc(S(=O)(=O)Nc2cc(C)ccc2OC)cc1C
[23] Cn1c(Oc2ccc3c(c2)OCO3)nc2c1c(=O)n(Cc1ccccc1)c(=O)n2C
[24] CC(C)Cc1cc(C(=O)Nc2sc3c(c2C#N)CCCC3)no1

Compound	17	18	19	20	21	22	23	24
Fibroblast inh	96	nt	110	106	92	94	111	91
PostGolgi ctrl	-4	2	1	3	18	27	31*	9
sEH inh	nt	-10	-20	nt	nt	4	nt	nt
sEH act	nt	8	21	nt	nt	2	nt	nt
HUVEC prolif 384	107	nt	89	98	80	85	101	97
S1P2 blocker	nt	8	-22	6	nt	-24	-6	nt
PTPN22 act	nt	-13	4	5	nt	-3	12	nt
S1P2 agonist	nt	-3	-4	-8	nt	-1	-1	nt
H69AR growth 86K	97	nt	96	103	83	44	70	91

# Complete entries, looked up by structure. Order of screens: Fibroblast inh	PostGolgi ctrl	sEH inh	sEH act	HUVEC prolif 384	S1P2 blocker	PTPN22 act	S1P2 agonist	H69AR growth 86K
# COc1ccc(C)cc1S(=O)(=O)N(C)CC(=O)NC1CCCCC1 as listed: 102	5	-18	20	101	-8	1	-3	93
# COc1ccc(C(=O)N[C@H](C(=O)Nc2ccc(OC)nc2)C(C)C)cc1 as listed: 110	1	-20	21	89	-22	4	-4	96
# Cc1cc(Nc2ccc(F)c(Cl)c2)n2ncnc2n1 as listed: 96	-4	nt	nt	107	nt	nt	nt	97
# COCCOC(=O)C1=C(C)NC2=C(C(=O)CCC2)C1c1cc2c(cc1Br)OCO2 (configuration not stated) as listed: 94	6	nt	nt	106	10	-6	-6	87

# Three compounds from above, arranged by their value in S1P2 blocker, highest first.
nr | mol | S1P2 blocker
20 | COc1ccc(CCNC(=O)CC2Nc3ccccc3NC2=O)cc1OC (configuration not stated) | 6
23 | Cn1c(Oc2ccc3c(c2)OCO3)nc2c1c(=O)n(Cc1ccccc1)c(=O)n2C | -6
22 | COc1ccc(S(=O)(=O)Nc2cc(C)ccc2OC)cc1C | -24

# New compounds follow
[25] O=C(NCCSCc1ccc(Cl)cc1Cl)c1ccc(CN2CCOCC2)cc1
[26] Cc1nn(CCCNC(=O)C2CCCO2)cc1Br (configuration not stated)
[27] Clc1ccc(Nc2ncnc3ccc(Br)cc23)cc1
[28] COc1ccc(S(=O)(=O)N2CC3CCCN3c3ccc(C(F)(F)F)cc32)cc1 (configuration not stated)
[29] Cc1ccc(CNC(=O)CSc2ncccn2)cc1
[30] CN(C)CCNC(=O)c1cc2ccccc2oc1=O
[31] COc1ccc(OC)c(Nc2ncnc3c2cnn3-c2ccccc2)c1
[32] COC(=O)C1C(=O)NCC1c1ccc(C)cc1 (configuration not stated)

Compound	25	26	27	28	29	30	31	32
Fibroblast inh	nt	106	nt	nt	98	103	117	97
PostGolgi ctrl	31*	19	33*	23	-1	1	11	-4
sEH inh	53	3	9	-13	-10	2	8	-13
sEH act	-53	-2	-11	14	12	1	-6	9
HUVEC prolif 384	nt	93	nt	nt	91	109	109	105
S1P2 blocker	21	-7	34	13	1	13	-7	-6
PTPN22 act	-8	-3	9	-11	-7	3	1	-5
S1P2 agonist	-1	0	-6	0	-3	-2	-4	-1
H69AR growth 86K	nt	91	nt	nt	94	94	79	82

[33] CCCn1c(Sc2nnnn2-c2ccccc2)n[nH]c1=O
[34] C/C(=N\NC(=O)Cc1ccc(Cl)cc1)c1ccccn1
[35] COc1ccc(NC(=O)Nc2ccc(N3CCCC3=O)cc2)cc1OC
[36] O=c1c(-c2ccc(F)cc2)coc2cc(O)ccc12
[37] CCOC(=O)C1CCN(C(=O)CN(c2ccc3c(c2)OCCO3)S(C)(=O)=O)CC1
[38] O=C1CC(c2nc3ccccc3[nH]2)CN1Cc1ccccc1 (configuration not stated)
[39] CCn1c(SCC(=O)c2ccc(O)c(O)c2)nnc1-c1ccc(C)cc1
[40] N#Cc1c(/N=C/c2ccc(Br)s2)sc2c1CCC2

Compound	33	34	35	36	37	38	39	40
Fibroblast inh	nt	nt	95	97	88	nt	nt	97
PostGolgi ctrl	-8	-2	4	4	12	10	16	nt
sEH inh	1	-5	nt	7	20	63	4	-2
sEH act	0	3	nt	-6	-18	-63	0	3
HUVEC prolif 384	95	nt	133	102	77	nt	nt	92
S1P2 blocker	12	13	nt	3	-32	3	4	-1
PTPN22 act	-8	-9	nt	-1	0	-6	-10	4
S1P2 agonist	-4	-4	nt	-4	-1	-8	-6	-1
H69AR growth 86K	76	nt	89	88	97	nt	nt	73

[41] Cc1oc2cc(O)ccc2c(=O)c1-c1cnn(-c2ccccc2)c1
[42] Cc1ccc2c(c1C)NC(C)CC2C (configuration not stated)
[43] CCOc1ccc(CC(=O)Nc2c(C(=O)Nc3ccccc3)oc3ccccc23)cc1OCC
[44] CC1(C)Cc2[nH]c(=S)c(C#N)cc2CO1
[45] Cc1ccc(S(=O)(=O)NC(=NC(C)C(=O)O)c2ccccc2)cc1 (configuration not stated)
[46] CCOc1ccc(NS(=O)(=O)c2ccc3[nH]cc(C(=O)NCCOC)c(=O)c3c2)cc1
[47] O=C(O/N=C1\CCCc2ccccc21)c1ccc(F)cc1
[48] O=C(CSc1nc2[nH]ncc2c(=O)n1-c1ccccc1Br)NCc1ccco1

Compound	41	42	43	44	45	46	47	48
Fibroblast inh	nt	88	72	103	98	106	nt	nt
PostGolgi ctrl	10	0	3	1	12	26	11	1
sEH inh	-3	7	-6	-9	3	nt	1	34
sEH act	3	-6	9	9	-2	nt	-3	-35
HUVEC prolif 384	nt	91	82	98	100	106	nt	nt
S1P2 blocker	32	-16	-12	-2	5	14	-5	-10
PTPN22 act	0	-10	-1	-5	4	-2	0	-10
S1P2 agonist	-8	-1	-1	-13	-2	-4	-1	-3
H69AR growth 86K	nt	80	35*	92	97	109	nt	nt

[49] Clc1ccccc1C(c1nnnn1Cc1ccco1)N1CCN(Cc2ccco2)CC1 (configuration not stated)
[50] CCc1ccc(C2N(c3ccc(OC)cc3)C(=O)C3CCCN32)cc1 (configuration not stated)
[51] COc1ccc(-c2cc(C(=O)N3CCc4ccccc4C3)no2)cc1OC
[52] O=C(CCCSc1nc2ccccc2[nH]1)Nc1nnc(-c2ccccc2)o1
[53] N#Cc1c(NC(=O)CN2CCOCC2)oc(-c2ccccc2)c1-c1ccccc1
[54] O=C(Cn1cc2c(n1)CCCC2)N1CCCc2ccccc21
[55] COc1ccccc1CNC(=O)C(C)NS(=O)(=O)c1ccc(Br)cc1 (configuration not stated)

Compound	49	50	51	52	53	54	55
Fibroblast inh	96	107	nt	96	100	87	101
PostGolgi ctrl	-5	7	20	4	13	2	nt
sEH inh	-6	6	-1	-2	5	nt	16
sEH act	8	-9	2	4	-5	nt	-13
HUVEC prolif 384	88	107	100	79	87	93	93
S1P2 blocker	-2	18	-4	-7	-17	nt	-12
PTPN22 act	2	-2	-5	21	-2	nt	-8
S1P2 agonist	-2	1	-7	-12	-5	nt	-2
H69AR growth 86K	98	152	99	76	78	96	90
